High-throughput results as filed in PubChem BioAssay.
FLuc modulator – firefly luciferase modulation, counter-screen for miR-21 project; hit rate 6.9% among 360,000; purified FLuc, Km substrates, luminescence inhibition; AID 588342; Potency, µM (titrated, usually from 57.5 µM), for inactives: top-dose activity change, negative = inhibition, actives largely listed as inhibitors; P08659;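 also: potency is read from the fitted curve at half-maximal effect; plate controls were vehicle for no effect and reference inhibitor for full effect; nearly all actives have a fitted effect of over 55% in size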
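Biochemical qHTS of compounds, final roughly 60 µM downward over six points, against 10 nM purified firefly luciferase using Km concentrations of substrates (10 uM D-luciferin, 10 uM ATP) in Tris acetate pH 7.5 buffer; luminescence output.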
ELG1 genotox – inducers of genotoxicity in HEK293T ELG1-luciferase cells; AID 504466; hit rate 1.3% among 330,000; Potency, µM (highest dose often 46 µM), inactives show at the highest dose activity change, positive = activation, actives largely listed as activators; HEK293T ELG1-luciferase reporter, luminescence, 16 h; also: potency is read from the fitted curve at half-maximal effect; % of control where 0% means no effect; nearly all actives have a fitted effect of over 60% in size
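DMSO vehicle served as control against compound-treated ELG1-luciferase HEK293T cells; exposure lasted 16 hr at 37 °C and 5% CO2, followed by ONE-Glo luminescence detection after 30 min.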
BRCA1 expr up – activators of BRCA1 expression. MCF7-BRCA1-FFLuc reporter, luminescence, 48 h; response scale: scaled: vehicle 0%, 10 µM genistein 100%. Potency, µM (titrated, usually from 46.1 µM), inactives show at the highest dose activation, most hits filed as activators. hit rate 1.1% among 380,000. AID 624202; also: potency is read from the fitted curve at half-maximal effect; nearly all actives have a fitted effect of over 80% in size; some results filed as inactive show a strong effect at the top dose
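MCF7-BRCA1-FFLuc cells, 2000/well in phenol-red-free MEM, attached 2 h then treated 48 h at 37 C. Luciferase luminescence read 15 min after reagent; normalized to genistein maximum activation (10microM) and DMSO, concentration-response fitted.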
p53 reactivator – re-activators of mutant p53; H1299 p53-A138V BP100-luciferase reporter, luminescence, 24 h; Potency, µM (series often up to 92.2 µM), for inactives: top-dose activity change, positive = activation, most hits filed as activators; hit rate 0.063% among 320,000; AID 504706; also: potency is read from the fitted curve at half-maximal effect; % of control where 0% means no effect; nearly all actives have a fitted effect of over 45% in size
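H1299 (p53-null), stable ts p53-A138V + BP100-Luc; 1000 cells/well, Opti-MEM/10% FBS; cpd 4 pt, 1:5; 24 h, 37 deg C, 5% CO2; detection reagent 10 min RT; luminescence.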
Menin-MLL TR inh – displaces Texas Red mutant MLL peptide from human menin. O00255. Menin + Texas Red MLL mutant peptide, fluorescence polarization. Potency, µM (highest dose often 61.6 µM), without a hit: top-dose FP activity change, negative = inhibition, hits mostly inhibitors. hit rate 0.23% among 270,000; active = well fitted inhibition curve with a large enough effect in the polarisation, with a control signal flat, not every such curve was filed as active; inconclusive = small, poorly fitted or top-dose-only effect, or effect the other way, or a change in a side signal; inactive = no such curve, though single readings can be large or run the other way; the % refers to the polarisation; also: potency is read from the fitted curve at half-maximal effect; % of control where 0% means no effect; many of its hits are not listed in these tables
Target sequence (O00255 whole entry, looked up): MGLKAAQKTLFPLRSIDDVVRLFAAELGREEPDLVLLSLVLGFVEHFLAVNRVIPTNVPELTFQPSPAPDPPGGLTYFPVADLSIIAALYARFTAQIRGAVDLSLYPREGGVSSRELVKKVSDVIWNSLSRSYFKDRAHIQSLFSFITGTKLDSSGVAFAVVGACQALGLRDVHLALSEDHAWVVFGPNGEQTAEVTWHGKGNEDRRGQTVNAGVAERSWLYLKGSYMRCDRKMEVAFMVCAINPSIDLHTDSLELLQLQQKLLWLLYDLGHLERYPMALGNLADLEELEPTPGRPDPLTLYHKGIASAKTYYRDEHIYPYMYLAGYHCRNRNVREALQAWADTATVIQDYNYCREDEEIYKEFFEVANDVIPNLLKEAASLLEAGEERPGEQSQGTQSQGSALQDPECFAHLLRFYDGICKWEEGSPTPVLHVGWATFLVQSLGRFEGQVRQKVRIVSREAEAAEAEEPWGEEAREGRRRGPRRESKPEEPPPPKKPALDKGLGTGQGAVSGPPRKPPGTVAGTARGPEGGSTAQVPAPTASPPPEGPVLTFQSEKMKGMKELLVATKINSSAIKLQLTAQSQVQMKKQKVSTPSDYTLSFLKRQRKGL
Rab9 prom act – activates the Rab9 promoter; hit rate 2.8% among 320,000; Huh7 Rab9 promoter-luciferase reporter, luminescence, 24 h; Potency, µM (top dose mostly 9.22 µM), for the others: top-dose activation, negative = inhibition, most hits filed as activators; also: potency is read from the fitted curve at half-maximal effect; % of control where 0% means no effect; nearly all actives have a fitted effect of over 60% in size
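Luminescence read-out: Huh7 cells stably expressing Rab9-luciferase, treated 24 h with compound at 37 °C, then lysed with luciferase reagent for 10 min at ambient before reading.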
NPC1 promoter act – NPC1 promoter activation; Huh7 NPC1 promoter luciferase reporter, 24 h; Potency, µM (highest dose often 9.22 µM), inactives show at the top dose activation, usual class: activators; hit rate 2.4% among 320,000; AID 485313;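 also: potency is read from the fitted curve at half-maximal effect; % of control where 0% means no effect; nearly all actives have a fitted effect of over 60% in size; reporter is driven by a mutant NPC1 promoter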
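Luminescence read-out of NPC1 promoter-driven luciferase in stably transfected Huh7 cells; compounds delivered in DMSO and left 24 h at 37C, 5% CO2, qHTS titration format.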
PKM2 act – activators of human pyruvate kinase M2; P14618; purified PKM2, Kinase-Glo ATP luminescence, activation; response scale: 0% is enzyme alone, no compound; Potency, µM (highest dose often 57.5 µM), inactives show top-dose activation, most hits filed as activators; hit rate 0.34% among 260,000; AID 1631; also: potency is read from the fitted curve at half-maximal effect; % is scaled to controls: 0 for no effect and ±100 for the full control effect; nearly all actives have a fitted effect of over 55% in size
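Kinase-Glo luminescence reports ATP generated from ADP (0.1 mM) and PEP (0.5 mM) by purified hPK-M2 after 1 h at room temperature, pH 7.2 imidazole buffer; intermediate enzyme activity allows detecting inhibitors and activators.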
Giardia killer – kills Giardia lamblia. Giardia lamblia trophozoite viability. activity change, % at 7.66 µM, hits read low. hit rate 0.15% among 340,000; in the data active = activity change below about -80%; inconclusive = between about -30% and that limit;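 also: parasites exposed to compound for two days anaerobically before the ATP read; % is scaled to controls: 0 for no effect and ±100 for the full control effect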
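Giardia lamblia trophozoites (100 cells/well) were incubated with compounds for 48 h at 37 deg C under anaerobic conditions. Viability was read as ATP content by one-step luminescence after 15-30 min at room temperature.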
RORgamma inh – inhibitors of mouse ROR gamma transcriptional activity. Potency, µM (doses to about 53.6 µM), without a hit: top-dose activity change, negative = inhibition, actives largely listed as inhibitors. hit rate 5.4% among 310,000. AID 2551. Drosophila S2 Gal4-RORgamma UAS-luciferase reporter, 20 h; also: potency is read from the fitted curve at half-maximal effect; % is scaled to controls: 0 for no effect and ±100 for the full control effect; nearly all actives have a fitted effect of over 60% in size
Target sequence (P51450 whole entry, looked up, the tested form may be a part): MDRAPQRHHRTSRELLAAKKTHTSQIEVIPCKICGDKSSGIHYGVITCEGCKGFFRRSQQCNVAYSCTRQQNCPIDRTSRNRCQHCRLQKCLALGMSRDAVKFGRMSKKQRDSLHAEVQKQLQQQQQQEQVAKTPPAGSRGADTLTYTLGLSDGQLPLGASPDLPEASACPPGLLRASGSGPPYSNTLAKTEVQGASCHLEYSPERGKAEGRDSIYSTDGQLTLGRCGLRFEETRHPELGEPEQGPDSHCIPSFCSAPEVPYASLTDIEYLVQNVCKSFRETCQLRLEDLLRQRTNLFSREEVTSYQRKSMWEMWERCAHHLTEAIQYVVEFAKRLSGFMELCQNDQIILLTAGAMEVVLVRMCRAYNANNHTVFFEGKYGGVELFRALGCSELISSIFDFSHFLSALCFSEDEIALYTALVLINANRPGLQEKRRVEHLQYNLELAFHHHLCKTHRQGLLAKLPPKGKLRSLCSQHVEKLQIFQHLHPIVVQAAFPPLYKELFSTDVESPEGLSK
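Stable Schneider cell line, Gal4 DNA-binding domain fused to ROR gamma, UAS-luciferase. Cmpd 1 hr RT → CuSO4 700 uM final → 20 hr RT → luciferase reagent 10 min → luminescence.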
VP16 counter – counter-screen for ROR gamma inhibitors: Gal4-VP16 reporter | AID 2546 | Potency, µM (series often up to 53.6 µM), for inactives: at the top dose activity, negative = inhibition, usual class: inhibitors | hit rate 3.5% among 310,000 | Drosophila S2 Gal4-VP16 UAS-luciferase, luminescence, 20 h;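 also: Gal4-VP16 expression switched on by copper sulfate through the metallothionein promoter; potency is read from the fitted curve at half-maximal effect; % is scaled to controls: 0 for no effect and ±100 for the full control effect; nearly all actives have a fitted effect of over 50% in size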
The depositor's hits bear a star; ? = inconclusive; · = not tested or not shown; & = joins results of further samples; [ ] = another dose, or the depositor's remark. Unless noted, calls follow the shape of the dose curve; as a rule, active = well fitted curve in the direction sought with a large enough effect; inconclusive = small, poorly fitted or top-dose-only effect, or another doubt; inactive = no such curve, though single readings can be large; an effect the other way counts as inactive or inconclusive.

SMILES | FLuc modulator | ELG1 genotox | BRCA1 expr up | p53 reactivator | Menin-MLL TR inh | Rab9 prom act | NPC1 promoter act | PKM2 act | Giardia killer | RORgamma inh | VP16 counter
Cc1ccccc1SCC(=O)OCC(=O)N(C)c1c(N)n(Cc2ccccc2)c(=O)[nH]c1=O | 5% | 1% | 0% | -3% | · | -3% | 2% | · | -8 | · | ·
COc1ccc(-n2c(C)cc(-c3csc(N)n3)c2C)cc1 | ? | -2% | -35% | -2% | 1% | -1% | -2% | -7% | 11 | -7% | -13%
Cc1nc(SCC(=O)N(C)C2CCCCC2)[nH]c(=O)c1Cc1ccccc1 | 1% | 3% | -23% | -7% | ? | -1% | 0% | -4% | 4 | 17% | 1%
Cc1cc(C)cc(OCC(=O)OCC(=O)N2CC(=O)Nc3ccccc32)c1 | -5% | 2% | 2% | -1% | -1% | 0% | 0% | -6% | 2 | 0% | 2%
Cc1ccc(N2Cc3ccccc3C2=O)cc1 | 1.9µM* | 1.6µM* | ? | · | 0% | 0.5µM* | 0.45µM* | -41% | ? | ? | ?
Cc1nn(C)c(C)c1S(=O)(=O)N(CC(=O)NCc1cccs1)c1ccc(C(C)C)cc1 | 1% | 1% | -6% | 0% | 10% | 1% | -3% | 0% | 3 | ? | 6%
COC(=O)c1c(C(=O)OC)c(C)n(Cc2ccco2)c1C | 1% | 0% | -9% | -8% | 3% | -3% | -4% | 2% | -6 | -9% | 0%
COc1ccccc1Nc1nc(C)cc(C)n1 | -8% | 0% | -2% | 24% | 3% | -1% | -2% | 2%[11.5 µM] | 22 | -1% | -6%
CCOc1ccc2nc(N3CCC(C(=O)N4CCN(C(=O)c5ccco5)CC4)CC3)sc2c1 | 13µM* | 1% | 45% | 9% | -4% | 20% | 7% | -5% | -6 | ? | 6%
O=C(NC1CCCC1)C(c1ccc(F)cc1)N(C(=O)c1csnn1)c1ccccc1F (configuration not stated) | 2% | 2% | -15% | -4% | -12% | 0% | -3% | · | -23 | 32% | -6%
CCc1cccc2c(C(=O)COC(=O)c3c(C)noc3C)c[nH]c12 | ? | 2% | 28% | -7% | 40%[activator] | 18% | -5% | -7% | -8 | 4% | -9%
CCOC(=O)CSc1nc2ccccc2n2c(C)nnc12 | -1%&1% | 3% | -17% | -4% | -7% | 1% | 0% | · | 4 | -8% | -7%
COc1ccc(Cc2nnc(SCC(=O)NCCc3ccccc3)o2)cc1 | 5% | -1% | 0% | -4% | -18% | -9% | -3% | 2% | 3 | -2% | -4%
O=C(CC1SCCNC1=O)Nc1ccc(Cl)cc1 (configuration not stated) | ? | 12% | 73% | 7% | 20% | ? | 13% | -11% | -9 | -1% | -3%
O=C1c2ccccc2C(=O)C1C1=Nc2ccccc2NC(c2ccccc2)C1 (configuration not stated) | ? | -7% | · | -1% | 0% | -5% | -8% | -3% | · | -4% | -4%
CCOc1ccc(C(=O)N(C)C2CCS(=O)(=O)C2)cc1 (configuration not stated) | 4% | 1% | 4% | 1% | -6% | 2% | -1% | 3% | ? | -29%[0.365 µM] | ·
Cn1c(=O)c(C(=O)COC(=O)c2cc(-c3ccccc3)nc3ccccc23)c(N)n(Cc2ccccc2)c1=O | -7% | 0% | · | -2% | ? | -9% | -12% | -2%&0% | · | 1%&-9% | 3%&-8%
CC1=C(C(=O)OC2CCCCC2)C(c2cccs2)n2c(nc3ccccc32)N1 (configuration not stated) | 4% | 0% | -10% | -2% | ? | -11% | -3% | -2% | -14 | 4.5µM* | ?
Cc1ccc(C)c(N2CCN(c3ccncc3N)CC2)c1 | -2% | -7% | -44% | -6% | -9% | -18% | -13% | -2% | 16 | -34% | -7%
CCN(CCn1cccn1)Cc1nc(-c2ccccc2)no1 | -3% | 4% | 32% | 4% | -3% | -10% | 4% | 19% | -2 | ? | 31%
CCN(CC)c1nc(=S)nc(NC(C)(C)C)[nH]1 | -5% | -1% | -41% | 7% | -28% | -6% | 0% | -9% | 0 | 1.3µM* | 3.2µM*
c1ccc(COc2cccc(CNCc3cccs3)c2)cc1 | ? | 6% | -1% | 15% | -1% | -1% | 15% | -5% | -19 | 9%[10 µM] | -13%
O=C(Nc1cccc(S(=O)(=O)N2CCCCC2)c1)c1ccco1 | -4% | -3% | -14% | -1% | · | 4% | -2% | · | -9 | · | ·
O=[N+]([O-])c1ccc(Cl)cc1Sc1ccccn1 | -2% | 2% | -16% | -10% | -17% | 1% | 1% | 6% | -7 | 7% | 11%

Single records, from the list above. Order of values: FLuc modulator, ELG1 genotox, BRCA1 expr up, p53 reactivator, Menin-MLL TR inh, Rab9 prom act, NPC1 promoter act, PKM2 act, Giardia killer, RORgamma inh, VP16 counter
CC1=C(C(=O)OC2CCCCC2)C(c2cccs2)n2c(nc3ccccc32)N1 (configuration not stated) reads 4%, 0%, -10%, -2%, ?, -11%, -3%, -2%, -14, 4.5µM*, ?
Cn1c(=O)c(C(=O)COC(=O)c2cc(-c3ccccc3)nc3ccccc23)c(N)n(Cc2ccccc2)c1=O reads -7%, 0%, ·, -2%, ?, -9%, -12%, -2%&0%, ·, 1%&-9%, 3%&-8%
CCN(CC)c1nc(=S)nc(NC(C)(C)C)[nH]1 reads -5%, -1%, -41%, 7%, -28%, -6%, 0%, -9%, 0, 1.3µM*, 3.2µM*
CCOc1ccc(C(=O)N(C)C2CCS(=O)(=O)C2)cc1 (configuration not stated) reads 4%, 1%, 4%, 1%, -6%, 2%, -1%, 3%, ?, -29%[0.365 µM], ·
O=C(CC1SCCNC1=O)Nc1ccc(Cl)cc1 (configuration not stated) reads ?, 12%, 73%, 7%, 20%, ?, 13%, -11%, -9, -1%, -3%

The list continues.
SMILES | FLuc modulator | ELG1 genotox | BRCA1 expr up | p53 reactivator | Menin-MLL TR inh | Rab9 prom act | NPC1 promoter act | PKM2 act | Giardia killer | RORgamma inh | VP16 counter
CC1CN(S(=O)(=O)c2cccc(C(=O)Nc3ccc(S(=O)(=O)NC4=NCCCCC4)cc3)c2)CC(C)O1 (configuration not stated) | 6% | ? | -7% | -1% | · | -2% | 1% | · | -1 | · | ·
Cc1nn(CC(=O)N2CCOCC2)c(=O)c2ccccc12 | -2% | -3% | 2% | 1% | 7% | 2% | -4% | -2% | 15 | 10% | -8%
O=C(c1ccc(-n2cccn2)cc1)N1CCc2c([nH]c3ccccc23)C1c1ccccn1 (configuration not stated) | -5% | -9% | -25% | -5% | -2% | -10% | -6% | -3% | -13 | 16% | 2%
CCOC(=O)C1=NOC2COC3(CCN(c4ncccn4)CC3)OCC12 (configuration not stated) | -1% | 1% | 6% | -3% | 5% | -6% | 4% | -1% | -18 | 16% | 12%
CN(CC(=O)Nc1ccccc1Br)CC(=O)NC(c1ccccc1)c1ccccc1 | 6% | 2% | -27% | -6% | · | 0% | -2% | · | 22 | · | ·
CCOC(=O)C1=C(C)NC(=O)NC1C1CC=CCC1 (configuration not stated) | -2% | -5% | -24% | -5% | 1% | -4% | 1% | 7% | -14 | -24% | -4%
Cc1cccc(NCc2nc(-c3ccccc3)no2)c1 | ? | ? | 65% | 9% | 10% | 3% | 11% | -5% | 31[activator] | ? | -2%
CC(CCc1ccccc1)NCc1ccc(Cl)cc1Cl (configuration not stated) | -4% | -7% | -9% | 13% | -9% | 1% | 0% | -12% | 8 | -12% | -18%
O=C(COC(=O)/C=C/c1ccc2c(c1)OCO2)NC1CCS(=O)(=O)C1 (configuration not stated) | 4% | 0% | -19% | -1% | · | 1% | -4% | -3% | 8 | 1% | 14%
CCOc1cccc(-c2c(C(=O)N/N=C/c3ccsc3)nnn2-c2nonc2N)c1 | -7% | 2% | 10% | -3% | · | 0% | 2% | · | -12 | 11µM* | 25µM*
Cc1cccc(-c2nc(C#N)c(NCc3ccco3)o2)c1 | 11µM* | ? | ? | 10% | · | ? | ? | -1% | 8 | 15% | -9%
COc1cc(N=CC2=C(O)c3ccccc3C2=O)cc(OC)c1 | -14% | ? | 38% | ? | 21% | ? | ? | -8% | -24 | ? | 27%
O=C(COC(=O)c1ccccc1C(=O)c1ccc(Cl)cc1)NCC1CCCO1 (configuration not stated) | -1% | 3% | 1% | -4% | -14% | 1% | 4% | 3% | 3 | 25% | 9%
CCOC(=O)N1CCN(C(=O)CCCCCn2c(=S)[nH]c3cc4c(cc3c2=O)OCO4)CC1 | -7% | -8% | -7% | 2% | -1% | 1% | -1% | -3% | 4 | -30% | -4%
Fc1cccc(CCN2C(=S)NC[C@@H]2Cc2ccccc2)c1 | 2% | -12% | 2% | -6% | 2% | 0% | 2% | 1% | -14 | 2.2µM* | 7.1µM*

A portion of the library. The share of hits here may be higher or lower than overall.
